ST2 IL33 inh: inhibitors of human ST2 (IL1RL1) binding to IL-33; AID 1259354; inhibition, % for hits at 17 µM; 78,000 compounds, 2.3% hits; AlphaLISA ST2-Fc/biotin-IL-33 interaction, 1 h; in the data active means inhibition above about 30%; inconclusive means mostly about 10% to 28%
Target sequence (Q01638 whole entry, looked up): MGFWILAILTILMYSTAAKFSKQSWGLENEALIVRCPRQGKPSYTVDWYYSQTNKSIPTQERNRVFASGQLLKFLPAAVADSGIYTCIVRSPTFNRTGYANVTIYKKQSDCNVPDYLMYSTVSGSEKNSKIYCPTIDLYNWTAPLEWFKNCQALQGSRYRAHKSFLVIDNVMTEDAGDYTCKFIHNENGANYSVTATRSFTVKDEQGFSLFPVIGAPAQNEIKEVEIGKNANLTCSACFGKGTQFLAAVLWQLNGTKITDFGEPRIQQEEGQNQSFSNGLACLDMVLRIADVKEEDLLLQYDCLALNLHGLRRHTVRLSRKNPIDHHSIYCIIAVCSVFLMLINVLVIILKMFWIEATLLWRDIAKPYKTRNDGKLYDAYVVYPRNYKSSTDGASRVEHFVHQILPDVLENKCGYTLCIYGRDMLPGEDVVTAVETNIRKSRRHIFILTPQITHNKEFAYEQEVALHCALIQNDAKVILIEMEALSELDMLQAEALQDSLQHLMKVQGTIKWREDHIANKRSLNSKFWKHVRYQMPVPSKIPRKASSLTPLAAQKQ
* hit, by the source's call; i = inactive; ? = inconclusive; ! = not active in a repeat. This is a subset; count on the stated rates, not on these rows.

SMILES	ST2 IL33 inh
O=C1OCCN1CC(=O)N1CCc2c([nH]c3ccccc23)C1c1ccccn1 (stereo unspecified)	i
CC(O)C(=O)NS(=O)(=O)c1ccc(Br)cc1 (stereo unspecified)	i
CCc1nc(NCCC(C)C)c(C#N)c2c1COC(C)(C)C2	i
CN=C(N)NCCC[C@H](N)C(=O)O	i
COc1cccc(CNC(=O)CN2CCCN(Cc3ccc(C)cc3)S2(=O)=O)c1	i
COc1ccc(-c2c3c(=O)n(C)c(=O)n(C)c3cn2-c2cccc(C)c2)cc1	?
COc1cccc(NC(=O)C2C3C=CC(O3)C2C(=O)O)c1 (stereo unspecified)	i
C[C@H](C(=O)N1CCSCC1)C1CC[C@@]2(C)Cc3sc(Nc4c(Cl)cccc4Cl)nc3[C@@H](C)[C@@H]2[C@H]1O (stereo partly specified)	?
O=C1[C@H]2[C@@H](C(=O)N1c1ccc(Cl)cc1)[C@@]1(CO)C=C[C@H]2O1	i
NC(=O)c1ccccc1NC(=O)CSc1nc2ccccc2o1	i
CC(=O)N1CCc2cc(C(=O)CN3CCN(c4ccc(F)cc4)CC3)ccc21	?
Cn1c(NC(=O)c2cccc(F)c2)cc(=O)n(C)c1=O	i
O=C(NCCSc1c[nH]c2ccccc12)C1CC1	i
c1ccc2c(c1)CCOC2Cn1ccnc1-c1cccc2nonc12 (stereo unspecified)	i
CC(C)(C)N1CC2(c3ccccc3)CN(C(C)(C)C)CC(c3ccccc3)(C1)C2=O	?
O=C(Nc1cccc(NC(=O)c2ccco2)c1)c1cccc(Br)c1	53%*
CCOC(=O)C1(Cc2ccccc2)CCN(Cc2ccc(C3CCCCO3)s2)CC1 (stereo unspecified)	i
C=CC[C@]12C[C@@H](OC)C(=O)C(OC)=C1O[C@@H](c1cc(OC)c3c(c1)OCO3)[C@@H]2C	?
Cc1ccc(CN(CCCO)C(=O)c2ccc3ncsc3c2)s1	i
COc1c(Cl)cc(/C=C2\C(=O)NN(c3ccccc3)C2=O)cc1Cl	?
c1ccc(Cc2nc(NCc3ccco3)c3c4c(sc3n2)CCCC4)cc1	?
O=C(O)Cn1nc(-c2ccc(Cl)cc2)ccc1=O	i
Cc1ccc(Oc2ncccc2CNC(=O)c2ccc3nccnc3c2)cn1	?
OC[C@@H]1O[C@H](CNC2CCOCC2)[C@H](N2CCN(c3ccccc3)CC2)[C@@H]1O	i
COc1ccc(OCCOc2ccc(OC)cc2)cc1	i
COc1cc2c(cc1CN1CCCC(c3ccn[nH]3)C1)CCC2 (stereo unspecified)	?
O=C(NCCC1CN(Cc2cccnc2)CCO1)c1ccsc1 (stereo unspecified)	?
Cc1cc(C)n(C2=NS(=O)(=O)c3ccccc32)n1	i
CC1CCCC(NC(=O)/C=C2\Sc3ccccc3NC2=O)C1C (stereo unspecified)	i
Cc1ccc(NC(=O)c2ccc(=O)n(Cc3ccc(F)cc3)c2)cc1	i
COC(=O)[C@@H]1Cc2ncn(C(C)C)c2CN1C(=O)c1ccc(F)cc1	i
CNC(=O)[C@@H]1C[C@@H](N)CN1Cc1cc(C)n(-c2cccnc2)c1C	i
Cc1ccccc1Cn1cc(NC(=O)CCCn2nc([N+](=O)[O-])cc2C)cn1	i
CC(C)C(NS(=O)(=O)c1cccs1)C(=O)Nc1ccc(F)c(F)c1 (stereo unspecified)	i
Cc1cc(C)n(CCCN(C)C(=O)c2cnn3ccn(C)c23)n1	i
Cn1cc(-c2cc(C(=O)N3CCCN(c4ncccn4)CC3)c3ccccc3n2)cn1	i
COc1ccc(-n2nc3c(c2NC(C)=O)CSC3)cc1	i
CCOC(=O)CC1CCCCN1C(=O)c1cn(C/C=C/c2ccccc2)nn1 (stereo unspecified)	i
COc1cc2c(cc1OC)C(C(=O)N1CCCCC1)C(c1ccccc1F)N(C)C2=O (stereo unspecified)	i
O=C(CN1C(=O)C2CCCCN2C(=O)c2ccccc21)NCc1ccccc1 (stereo unspecified)	?
CC(NC(=O)c1cc(-c2cccs2)on1)c1ccccc1 (stereo unspecified)	i
Cc1ccc(Cn2nc(C)c(NC(=O)c3noc4c3CCCCC4)c2C)cc1	i
CCn1c(CC2CCN(C/C=C/c3ccc(F)cc3)CC2)nn(C)c1=O	i
CC(C)C(C(=O)NC(C)(C)C)N1C(=O)c2ccccc2C1=O (stereo unspecified)	i
Cc1ccc(C2(O)CCN(Cc3cnc(NCC4CCCO4)nc3)CC2)nc1 (stereo unspecified)	?
CC(NC(=O)Cc1cccs1)C(c1cccs1)N1CCN(C)CC1 (stereo unspecified)	i
CC1C(O)CC(c2ccc(Cl)cc2)NC1c1ccc(Cl)cc1 (stereo unspecified)	i
O=C(NC1CCCCC1)N1Cc2[nH]cnc2C[C@H]1c1nc(-c2ccc(OC(F)(F)F)cc2)no1	i
Nc1n[nH]c(-c2ccc(Cl)cc2)n1	i
O=C(CSc1nc2ccccc2nc1N1CCOCC1)N1CCN(c2ccccn2)CC1	i
COc1ccc(C[C@H](NC(=O)[C@@H]2C[C@H](NC(=O)Nc3cccc(SC)c3)CN2C(=O)C=C(C)C)C(N)=O)cc1	i
Cc1cccc(C)c1-c1ccc(-c2nn[nH]n2)cc1	i
COc1cccc(Cn2c(CNS(=O)(=O)c3ccc(F)cc3)nc3cccnc32)c1	?
O=C(c1cc2cc(Br)ccc2oc1=O)N1CCSC1c1ccc([N+](=O)[O-])cc1 (stereo unspecified)	?
CC1Cc2ccccc2N1S(=O)(=O)c1ccc2c(c1)CCN2C(=O)C1CC1 (stereo unspecified)	i
COCCCNC(=O)C1CCC(Cn2c(=O)c3sccc3n(CC(=O)NC(C)C)c2=O)CC1 (stereo unspecified)	i
Cc1cccc(-c2ccc3c(c2)C(=O)N2CC[C@H](NC(=O)CCC(=O)O)[C@H]2C(=O)N3)c1C	?
C=CCN(Cc1ccccc1OC)C(=O)c1ccc2n[nH]nc2c1	?
CC(C)c1nc(CN(C)c2cc(N3CCOCC3)nc(N)n2)cs1	i
c1ccc(-c2ccc(CN3CCn4cncc4C3)cc2)nc1	i

4 entries picked at random from the list so far, as already listed:
SMILES	ST2 IL33 inh
OC[C@@H]1O[C@H](CNC2CCOCC2)[C@H](N2CCN(c3ccccc3)CC2)[C@@H]1O	i
CN=C(N)NCCC[C@H](N)C(=O)O	i
COc1cc2c(cc1CN1CCCC(c3ccn[nH]3)C1)CCC2 (stereo unspecified)	?
O=C1[C@H]2[C@@H](C(=O)N1c1ccc(Cl)cc1)[C@@]1(CO)C=C[C@H]2O1	i

Molecules above that have a tert-butyl group (two):
SMILES	ST2 IL33 inh
CC(C)(C)N1CC2(c3ccccc3)CN(C(C)(C)C)CC(c3ccccc3)(C1)C2=O	?
CC(C)C(C(=O)NC(C)(C)C)N1C(=O)c2ccccc2C1=O (stereo unspecified)	i

(list continues)
SMILES	ST2 IL33 inh
COCCn1ccnc1C1CC(=O)Nc2cc(O)c(C)cc21 (stereo unspecified)	i
COCCn1c(CNS(=O)(=O)c2ccccc2)nc2cccnc21	i
COc1ccc(S(=O)(=O)Cc2ccc(C(=O)NC3CCCCC3C)o2)cc1 (stereo unspecified)	i
CC(NS(=O)(=O)c1ccccc1)C1CC2CCC1C2 (stereo unspecified)	i
Cc1cc(NC(=O)c2ccc(Cl)cc2)c(C)cc1O	i
CCCS(=O)(=O)N1CCC(C(=O)NCc2ccco2)CC1	i
COc1ccc(-c2cnc(N)cn2)cc1Cl	?
O=C(Cn1cnc2c(oc3ccccc32)c1=O)NCc1ccco1	i
Cc1ccc2cc(C3CC(c4ccco4)=NN3C(=O)CCCC(=O)O)c(Cl)nc2c1 (stereo unspecified)	i
NC(=O)[C@H](CC1CCCCC1)NC(=O)[C@@H]1CN(C(=O)Nc2ccccc2)CCN1C(=O)NC1CCCCC1	i
Cc1ccccc1C(=O)Nc1cc(C)c2c(=O)oc3ccccc3c2n1	?
CCCOc1ccc(C(=O)Nc2ccccc2Cl)cc1	i
CCOC(=O)c1c(NC(=O)c2ccco2)sc(C(C)=O)c1C	i
O=C(c1cn(Cc2ccc(F)cc2)nn1)N1CCCN(Cc2ccccc2F)CC1	i
Cc1cc(CC(C)NC(=O)c2cnc(-c3cccnc3)nc2)n[nH]1 (stereo unspecified)	i
COc1ccc(S(=O)(=O)N2C[C@@H]3C[C@H](C2)c2ccc(-c4cccc(C(F)(F)F)c4)c(=O)n2C3)cc1	i
CC(=O)N(CN1C(=O)CCC1=O)c1cccc(Cl)c1	i
CN1CCN(Cc2ccc(OCc3ccccc3)cc2)CC1	i
Cn1cc(C(=O)NCC2CCCO2)c2c3ccccc3n(C)c2c1=O (stereo unspecified)	i
Cc1cccc(C(=O)NC(NCc2ccccc2)C(Cl)(Cl)Cl)c1 (stereo unspecified)	i

Arranged by formula weight (high to low): some entries from above.
SMILES	ST2 IL33 inh
Cc1ccc2cc(C3CC(c4ccco4)=NN3C(=O)CCCC(=O)O)c(Cl)nc2c1 (stereo unspecified)	i
Cc1cccc(C(=O)NC(NCc2ccccc2)C(Cl)(Cl)Cl)c1 (stereo unspecified)	i
Cc1ccccc1C(=O)Nc1cc(C)c2c(=O)oc3ccccc3c2n1	?
O=C(Cn1cnc2c(oc3ccccc32)c1=O)NCc1ccco1	i
Cc1cc(CC(C)NC(=O)c2cnc(-c3cccnc3)nc2)n[nH]1 (stereo unspecified)	i
CN1CCN(Cc2ccc(OCc3ccccc3)cc2)CC1	i
CC(=O)N(CN1C(=O)CCC1=O)c1cccc(Cl)c1	i

Other structures.
SMILES	ST2 IL33 inh
COc1ccccc1N1CCN(Cc2cccc(OC)c2OC)CC1	i
CC(C(=O)N(C)Cc1ccccc1)N(c1ccccc1)S(C)(=O)=O (stereo unspecified)	i
Cn1c(=O)[nH]c(=O)c2c1nc(Br)n2Cc1ccc([N+](=O)[O-])cc1	i
C/C(=C\c1ccccc1)CN1CCC2(CC1)CC2C(=O)NCc1ccccc1C(F)(F)F (stereo unspecified)	i
O=c1sc(Nc2ccccc2)nc2ccccc12	i
CC(=O)c1ccc(N2CCOCC2)c(F)c1	i
O=C(Nc1cccc(Cl)c1)C1CCN(S(=O)(=O)c2cccc3cccnc23)CC1	i
CCC(=O)Nc1cccc(C(=O)NCc2ccccc2-n2ccnc2)c1	i
Nc1ncnc(Nc2ccccc2F)c1[N+](=O)[O-]	i
Cc1ccc(-c2cc(C(=O)N3CCOCC3)c3ccccc3n2)s1	i
CCc1nnc(NC(=O)CSC2=NC(=O)C(c3ccccc3)C(=O)N2)s1 (stereo unspecified)	i
CCOc1ccccc1C1C(C(=O)OCCSCC)=C(C)NC2=C1C(=O)CC(C)(C)C2 (stereo unspecified)	i
c1ccc(Cc2nc(-c3ccccn3)no2)cc1	i
CCS(=O)(=O)c1ccc2oc(=O)c(C=C(O)c3ccc(Cl)cc3)nc2c1	?
COC(=O)C1C(c2ccc(O)cc2)C(C(=O)OC)C1c1ccc(O)cc1 (stereo unspecified)	i
O=C(O)c1ccc(NC(=O)C2C3CCC(C3)C2C(=O)O)cc1 (stereo unspecified)	i
Cc1cc(N2CCN(C)CC2)nc2ccc(NC(=O)CCC(=O)N3CCC(C(N)=O)CC3)cc12	i
Cc1ccc(C2OC3(C(=O)c4ccccc4C3=O)C3C(=O)N(Cc4ccccc4)C(=O)C23)cc1 (stereo unspecified)	?
CN(C)C(=O)c1ccc2c(c1)N(C)C(CC(=O)NCc1ccno1)CO2 (stereo unspecified)	i
Cc1c(S(=O)(=O)NCc2nc3cccnc3n2Cc2ccccc2)cnn1C(F)F	?

Molecules above with a CF3 group (three):
SMILES	ST2 IL33 inh
O=C(NC1CCCCC1)N1Cc2[nH]cnc2C[C@H]1c1nc(-c2ccc(OC(F)(F)F)cc2)no1	i
COc1ccc(S(=O)(=O)N2C[C@@H]3C[C@H](C2)c2ccc(-c4cccc(C(F)(F)F)c4)c(=O)n2C3)cc1	i
C/C(=C\c1ccccc1)CN1CCC2(CC1)CC2C(=O)NCc1ccccc1C(F)(F)F (stereo unspecified)	i

New compounds follow
SMILES	ST2 IL33 inh
COc1ccc(OC)c(CNc2ccc3c(c2)ncn3C)c1	36%*!
COc1ccc(CN(C)CC2CCCCO2)c(OC)c1OC (stereo unspecified)	i
c1ccc(-n2nnnc2SCc2nc3ccccc3[nH]2)cc1	i
CCC(C(=O)Nc1c(-c2cccs2)nc2ccccn12)c1ccccc1 (stereo unspecified)	i
CC1CC(=O)N(CC(=O)Nc2ccc3c(c2)OCO3)c2ccccc2S1 (stereo unspecified)	i
Cc1cc(OCC(=O)n2cnnc2N)cc(C)c1Cl	?
O=C(NC1CCCCC1)c1cc(-c2cccc(Cl)c2)on1	i
CSc1nc2c(sc3ccccc32)c(=O)n1Cc1ccc2c(c1)OCO2	?
CCn1ccnc1CNC(=O)c1ccc(C(C)N2CCCCC2)o1 (stereo unspecified)	?
CN(C)CCNC(=O)c1cnc(N2CCN(c3ccccn3)CC2)c2ccccc12	?
O=C(NC1(C(F)(F)F)Oc2ccccc2O1)N1CCOCC1	?
Cc1c(N=Cc2ccc(O)cc2)c(=O)n(-c2ccccc2)n1C	?
Cc1ccc(Cl)cc1N1C(=O)C2C3C=CC(C3)C2C1=O (stereo unspecified)	?
CNCCOc1ccc(C)cc1-c1ccc2c(c1)OCO2	?
CC(C)[C@H]1CN(C)CCN1C(=O)c1ccc(OC2CCN(C(=O)C3CC3)CC2)cc1	?
C=CCc1cccc2cc(C(=O)NCCOC34CC5CC(CC(C5)C3)C4)c(=O)oc12	?
CCc1ccc(C(=O)c2c[nH]c3ccc(OC)cc3c2=O)cc1	i
O=C1CC(c2cccs2)CC2=C1C(c1cccc(Cl)c1)Nc1ccccc1N2 (stereo unspecified)	?
Cc1nc(S(=O)(=O)c2ccccc2)c(N2CCCCC2)o1	i
Cc1c(N=Cc2ccccc2)cc([N+](=O)[O-])cc1[N+](=O)[O-]	i
Cc1cc(C)n(-c2cccc(C(=O)N3CC[C@H](O)C[C@@H]3C(=O)O)c2)n1	i
CCn1cc(C(=O)NCCOC)c(=O)c2cc(S(=O)(=O)N3CCOCC3)ccc21	i
Cc1cc(I)ccc1NC(=O)c1ccccc1Cl	i
COc1cccc([C@@H](C)Nc2nc3nonc3nc2N(C)C)c1	?
O=C1O/C(=C/Br)CCC1c1cccc2ccccc12 (stereo unspecified)	i
COc1ccc2nc(N=C(N)NC(=O)Cc3ccc(Cl)cc3)nc(C)c2c1	35%*
COc1ncc(C(=O)NC(C)C23CC4C[C@H](CC(O)(C4)C2)C3)cn1 (stereo partly specified)	i

Bioassay records as filed in PubChem BioAssay.
